Mtb FBA inh = inhibitors of M. tuberculosis fructose-bisphosphate aldolase; P9WQA3; purified M. tuberculosis FBA, fluorescence read-out; inhibition, % at 1 µM; 2.3% of 360,000 active; in the data active means inhibition above about 27%;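 further: 0% = vehicle and 100% = reference inhibitor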
Target sequence (P9WQA3 whole entry, looked up): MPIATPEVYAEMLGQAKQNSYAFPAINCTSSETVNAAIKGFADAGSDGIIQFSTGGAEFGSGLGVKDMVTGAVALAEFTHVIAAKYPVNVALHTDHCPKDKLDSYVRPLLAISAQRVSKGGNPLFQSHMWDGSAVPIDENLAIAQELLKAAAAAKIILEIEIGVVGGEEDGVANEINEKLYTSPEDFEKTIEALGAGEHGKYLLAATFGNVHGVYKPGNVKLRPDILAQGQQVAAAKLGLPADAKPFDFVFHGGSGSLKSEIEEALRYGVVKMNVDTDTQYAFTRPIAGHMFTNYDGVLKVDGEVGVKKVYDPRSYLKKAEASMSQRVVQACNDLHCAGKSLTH
SSB-PriA inh = inhibitors of Klebsiella pneumoniae PriA binding to SSB C-terminal tail | AlphaScreen SSBct-PriA binding, biotinylated peptide | inhibition, % at 33 µM | 0.6% of 430,000 active; in the data active means inhibition mostly above about 37%, no sharp cut-off; inactive means mostly below about 20%;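 further: plate controls were negative control peptide for no effect and reference peptide for full effect; strong numbers were not always called active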
UGM FP inh = blocks M. tuberculosis UGM enzyme. 0.06% of 320,000 active. P9WIQ1. purified UGM, fluorescence polarization probe displacement. inhibition, % at 10 µM; in the data active means inhibition above about 10%, passing the limit was not always enough
Target sequence (P9WIQ1 whole entry, looked up): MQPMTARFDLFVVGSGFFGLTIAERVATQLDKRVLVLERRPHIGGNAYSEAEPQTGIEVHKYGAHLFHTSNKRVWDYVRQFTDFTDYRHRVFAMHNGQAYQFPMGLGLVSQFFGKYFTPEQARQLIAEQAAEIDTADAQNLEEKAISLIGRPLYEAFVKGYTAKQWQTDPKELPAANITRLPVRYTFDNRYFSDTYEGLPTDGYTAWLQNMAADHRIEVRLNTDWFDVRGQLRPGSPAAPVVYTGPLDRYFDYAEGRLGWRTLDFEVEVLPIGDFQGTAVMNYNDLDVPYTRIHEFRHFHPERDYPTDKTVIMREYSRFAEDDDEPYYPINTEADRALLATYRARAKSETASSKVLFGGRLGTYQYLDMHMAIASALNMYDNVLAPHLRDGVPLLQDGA
Rv3671c protease = inhibits the M. tuberculosis serine protease Rv3671c. 0.048% of 320,000 active. P9WHR9. inhibition, % at 5.96 µM. AID 2606; in the data active means inhibition above about 38%;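 further: extracellular domain of Rv3671c used as enzyme; 0% = enzyme with DMSO and 100% = no enzyme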
BioA inh = blocks M. tuberculosis BioA enzyme activity; 0.096% of 360,000 active; purified M. tuberculosis BioA enzyme, plate reader; inhibition, % at 9.99 µM; in the data active means inhibition above about 40%
VHR inh abs = DUSP3 (human) phosphatase inhibition; P51452; recombinant VHR phosphatase, pNPP absorbance; inhibition, % at 13.3 µM; 0.52% of 290,000 active; in the data active means inhibition above about 50%; further: some compounds called inactive have numbers as strong as hits
Target sequence (P51452 whole entry, looked up): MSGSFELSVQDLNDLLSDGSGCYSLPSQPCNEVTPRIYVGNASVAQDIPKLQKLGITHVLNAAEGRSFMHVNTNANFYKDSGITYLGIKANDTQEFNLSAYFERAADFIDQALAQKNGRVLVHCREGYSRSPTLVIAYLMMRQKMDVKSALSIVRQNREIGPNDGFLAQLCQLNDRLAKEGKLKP
3CLpro inhibitor = SARS-CoV 3CLpro protease inhibition. P0C6X7. recombinant SARS-CoV 3CLpro, quenched FRET peptide cleavage. inhibition, % at 6 µM. 0.14% of 290,000 active. AID 1706; in the data active means inhibition above about 12%
MazF activator = activators of E. coli MazEF toxin-antitoxin RNase; 0.32% of 350,000 active; activation, % at 20 µM; FAM/BHQ RNA-DNA oligo cleavage fluorescence, 5 h; P0AE70; in the data active means activation above about 50%
Target sequence (P0AE70 whole entry, looked up): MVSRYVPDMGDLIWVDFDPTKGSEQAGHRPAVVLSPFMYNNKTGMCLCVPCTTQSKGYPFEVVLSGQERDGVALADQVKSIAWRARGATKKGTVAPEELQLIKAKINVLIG
GDH-TPI counter = GDH-TPI coupled enzyme inhibition counter-screen | GDH-TPI coupled enzyme counterscreen, NADH absorbance | inhibition, % at 4.8 µM | 1.2% of 360,000 active | AID 588335; in the data active means inhibition above about 30%;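 further: 0% = DMSO wells and 100% = wells lacking the enzyme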
Vc quorum ag = induces V. cholerae light production without autoinducers. V. cholerae BH1578 lux reporter, luminescence, 6 h. activation, % at 18.7 µM. 0.16% of 350,000 active. AID 588436; in the data active means activation mostly above about 9.7%, no sharp cut-off; further: not every result past the cut was called active; inactives centre near 0; reference of the scale not given here
* = called active by the depositor; & = joins results of further samples.

For CCCCC1=NN(C(=O)c2ccco2)C(O)(C(F)(F)F)C1 (configuration not stated) the results were Mtb FBA inh 6.2, SSB-PriA inh -8.5, UGM FP inh 0.9, Rv3671c protease 2.4, VHR inh abs 13.4, 3CLpro inhibitor 1.3, MazF activator 0.8, GDH-TPI counter 4.3 and Vc quorum ag -0.5.
For NNC(=O)COc1cccc2cccnc12 the results were Mtb FBA inh -10.3, SSB-PriA inh -12.2, UGM FP inh -1.1, Rv3671c protease -7.1, BioA inh 4.0, VHR inh abs 13.4, 3CLpro inhibitor -1.1, MazF activator 0.0, GDH-TPI counter -7.1 and Vc quorum ag inactive.
`O=C(NNC(=O)c1csc(-c2cccs2)n1)c1ccc(Cl)cc1` gave Mtb FBA inh -3.0, BioA inh -0.3&0.5, GDH-TPI counter 14.4 and Vc quorum ag -3.1.
For CCN1CCN(S(=O)(=O)CC2(C)C3CCC2(C)C(=O)C3Br)CC1 (configuration not stated) the results were Mtb FBA inh 1.3, SSB-PriA inh 6.3, UGM FP inh 1.3, Rv3671c protease -12.6, VHR inh abs 3.5, 3CLpro inhibitor 0.6, MazF activator 6.6, GDH-TPI counter -0.6 and Vc quorum ag inactive.
For Cc1cccc(NC(=O)CSc2nnc(-c3ccncc3)n2C)c1 the results were Mtb FBA inh 2.6, SSB-PriA inh 4.8, UGM FP inh 0.9, Rv3671c protease -2.4, VHR inh abs 10.0, 3CLpro inhibitor -7.2, MazF activator 5.4, GDH-TPI counter -9.8 and Vc quorum ag 1.0.
CCOC(=O)c1cnc(N)nc1C(F)(F)F was read as Mtb FBA inh 3.8, SSB-PriA inh -25.9, UGM FP inh 3.6, Rv3671c protease -0.5, VHR inh abs 0.4, 3CLpro inhibitor 2.5, MazF activator 3.4, GDH-TPI counter -5.0 and Vc quorum ag -0.2.
`CCN(CC)CCNC(=O)C(=O)Nc1cc2c3c(c1)CCN3C(=O)CC2` gave Mtb FBA inh -1.2, SSB-PriA inh 0.5, UGM FP inh 1.3, Rv3671c protease 0.8, BioA inh -1.2, VHR inh abs 10.7, 3CLpro inhibitor -0.7, MazF activator 3.5, GDH-TPI counter 10.2 and Vc quorum ag -0.4.
Screening CCCOc1ccc(N2C(=O)CC(N(CCc3ccc(S(N)(=O)=O)cc3)C(C)=O)C2=O)cc1 (configuration not stated) returned Mtb FBA inh 2.6, SSB-PriA inh -12.8, UGM FP inh -1.0, Rv3671c protease -8.2, BioA inh 0.7, VHR inh abs 27.3, 3CLpro inhibitor -1.2, MazF activator -3.4, GDH-TPI counter 1.2 and Vc quorum ag inactive.
`COc1ccc(OC)c(C(=O)NC(CC(N)=O)c2ccc(NCCN3CCCC3)c([N+](=O)[O-])c2)c1` (configuration not stated) gave Mtb FBA inh 4.9, SSB-PriA inh -11.3, UGM FP inh 1.0, Rv3671c protease 3.5, BioA inh -1.3, VHR inh abs 8.9, 3CLpro inhibitor -7.8, MazF activator 3.8, GDH-TPI counter 10.4 and Vc quorum ag inactive.
For COc1ccc(CNC(=O)CCC(=O)Nc2ccc(Cl)cc2)cc1 the results were Mtb FBA inh 1.3, SSB-PriA inh -11.3, UGM FP inh -1.3, Rv3671c protease 9.3, BioA inh 17.3, VHR inh abs 0.7, 3CLpro inhibitor -1.2, MazF activator 3.4, GDH-TPI counter 7.7 and Vc quorum ag inactive.
O=C(c1ccco1)N1CCN(Cc2ccc(F)cc2Cl)CC1 was read as Mtb FBA inh 0.0, SSB-PriA inh 2.6, UGM FP inh -2.0, Rv3671c protease -14.9, BioA inh -0.8, VHR inh abs 27.2, 3CLpro inhibitor -1.4, MazF activator 3.7, GDH-TPI counter -5.1 and Vc quorum ag -0.3.
For Cc1cccc[n+]1C1C(c2ccccc2)C(C#N)=C(C(=C=[N-])C#N)NC1(O)C1CC1 (configuration not stated) the results were Mtb FBA inh 10.2, SSB-PriA inh 35.6, UGM FP inh 4.2, Rv3671c protease -3.6, BioA inh -1.5, VHR inh abs 35.3, 3CLpro inhibitor -5.5, MazF activator 4.8, GDH-TPI counter 22.3 and Vc quorum ag -1.2.
CCN(CC(=O)Nc1ccc(OC)cc1)C(=O)c1ccc(NS(=O)(=O)c2ccc(C(C)=O)cc2)cc1 was read as Mtb FBA inh 2.4, SSB-PriA inh -0.3, UGM FP inh 1.6, Rv3671c protease 8.0, MazF activator 4.7, GDH-TPI counter 9.2 and Vc quorum ag -0.7.
For CCOC(=O)c1ccc(S(=O)(=O)N2CCN(CC(O)COc3ccc(C#N)cc3)CC2)cc1 (configuration not stated) the results were Mtb FBA inh 0.8, SSB-PriA inh -1.5, UGM FP inh -1.9, Rv3671c protease 7.3, BioA inh -1.0, VHR inh abs 8.6, 3CLpro inhibitor 4.2, MazF activator 2.0, GDH-TPI counter 3.9 and Vc quorum ag -1.5.
COc1ccc(CCNC(=O)C(=O)NCc2ccccc2)cc1OC was read as Mtb FBA inh 0.4, SSB-PriA inh -10.2, UGM FP inh 1.4, Rv3671c protease -2.6, BioA inh -0.2, VHR inh abs 28.7, 3CLpro inhibitor 4.2, MazF activator 5.2 and GDH-TPI counter -10.7.
For Cc1ccc(NCCNc2ccc(C)cc2)cc1 the results were Mtb FBA inh 2.1, SSB-PriA inh 9.2, UGM FP inh 2.0, Rv3671c protease -1.1, BioA inh 1.8, VHR inh abs 22.3, 3CLpro inhibitor 2.5, MazF activator 3.6, GDH-TPI counter 4.7 and Vc quorum ag -0.3.
`N#Cc1ccccc1OCC(=O)NC1CCCCCC1` gave Mtb FBA inh -1.0, BioA inh -0.5, MazF activator -22.3, GDH-TPI counter 8.0 and Vc quorum ag -1.4.
CC1(C)Cc2c(cnn2-c2ccccc2)C(NC(=O)CCCN2CCCC2=O)C1 (configuration not stated) was read as Mtb FBA inh -2.4, SSB-PriA inh 13.3, UGM FP inh 2.5, Rv3671c protease -7.8, BioA inh 3.5, VHR inh abs 31.5, 3CLpro inhibitor 1.7, MazF activator 2.1, GDH-TPI counter -2.2 and Vc quorum ag -1.3.
For Cc1cc(NC(=O)CC23CC4CC(C2)CC(CC(=O)Nc2cc(C)on2)(C4)C3)no1 the results were Mtb FBA inh -0.7, SSB-PriA inh -18.5, UGM FP inh -1.3, Rv3671c protease -5.0, BioA inh -1.4, VHR inh abs 30.9, 3CLpro inhibitor -4.5, MazF activator 2.6, GDH-TPI counter -2.2 and Vc quorum ag -0.6.
Screening O=C(CCn1c(=O)oc2ccccc21)N1CCN(c2ccccc2Cl)CC1 returned Mtb FBA inh 1.6, SSB-PriA inh -14.4, UGM FP inh -1.6, Rv3671c protease 3.4, BioA inh 0.3, VHR inh abs 35.2, 3CLpro inhibitor -4.3, MazF activator 5.4, GDH-TPI counter -4.4 and Vc quorum ag inactive.
Screening Cc1nn(Cc2c(F)c(F)c(F)c(F)c2F)c(C)c1NC(=O)c1nn(C)cc1[N+](=O)[O-] returned Mtb FBA inh 1.6, SSB-PriA inh -12.8, UGM FP inh 0.8, Rv3671c protease -5.7, BioA inh 0.9, VHR inh abs 18.6, 3CLpro inhibitor 0.2, MazF activator 2.2, GDH-TPI counter -9.6 and Vc quorum ag inactive.
`Cc1ccc(NC(=O)COC(=O)c2ccc(-n3cnnn3)cc2)c(Br)c1` gave Mtb FBA inh 0.4, SSB-PriA inh -3.9, UGM FP inh -2.3, Rv3671c protease -2.3, BioA inh -0.9, MazF activator -11.1, GDH-TPI counter 0.6 and Vc quorum ag -0.3.
COc1ccccc1NC(=O)CCSc1nnnn1C was read as Mtb FBA inh 1.0, SSB-PriA inh -3.2, UGM FP inh 2.7, Rv3671c protease -2.0, BioA inh 0.0, VHR inh abs 14.0, 3CLpro inhibitor -4.1, MazF activator 5.8, GDH-TPI counter 4.2 and Vc quorum ag -6.2.
CCc1ccc(NC(=O)C2CCN(S(=O)(=O)c3ccc4c(c3)CC(C)N4C(C)=O)CC2)cc1 (configuration not stated) was read as Mtb FBA inh -0.9, SSB-PriA inh -4.7, UGM FP inh -0.8, Rv3671c protease 6.4, BioA inh 0.0, VHR inh abs -2.3, 3CLpro inhibitor -0.4, MazF activator 13.1 and GDH-TPI counter -7.2.
Screening COc1ccc(C)cc1NS(=O)(=O)c1ccc2c(c1)N(C(C)=O)CCO2 returned Mtb FBA inh 0.6, SSB-PriA inh -9.8, UGM FP inh -3.7, Rv3671c protease 8.1, BioA inh -2.6, VHR inh abs -2.4, 3CLpro inhibitor -2.4, MazF activator 9.2, GDH-TPI counter 10.3 and Vc quorum ag -0.5.
For O=C(/C=C/c1ccc2c(c1)OCO2)NCCSCc1ccc(Cl)cc1Cl the results were Mtb FBA inh 3.7, SSB-PriA inh -2.5, BioA inh 0.1, VHR inh abs 13.1, 3CLpro inhibitor -0.6, MazF activator -0.9, GDH-TPI counter 9.9 and Vc quorum ag inactive.
For CCN(CC)C(=O)C1=C(C)N(Cc2ccccc2)C(=O)C(CC(=O)NC2CC2)C1 (configuration not stated) the results were Mtb FBA inh 5.7, BioA inh -3.5, MazF activator 9.2, GDH-TPI counter 16.0 and Vc quorum ag -0.4.
`O=C(Cc1cccs1)Nc1ccc(-c2nnc(-c3ccco3)o2)cc1` gave Mtb FBA inh 49.3*, SSB-PriA inh -6.6, UGM FP inh -0.3, Rv3671c protease -9.7, VHR inh abs 4.5, 3CLpro inhibitor 0.2, MazF activator 8.6, GDH-TPI counter 6.7 and Vc quorum ag 0.9.
O=C(COC(=O)c1ccco1)Nc1ccc(N2CCOCC2)cc1 was read as Mtb FBA inh 5.3, SSB-PriA inh 1.5, BioA inh 0.9, MazF activator 7.7, GDH-TPI counter 0.7 and Vc quorum ag -1.2.
Screening Cn1cccc1C(=O)OCC(=O)NCc1ccc2c(c1)OCO2 returned Mtb FBA inh -0.6, SSB-PriA inh -7.5, UGM FP inh 0.7, Rv3671c protease 0.8, BioA inh 1.1, MazF activator -1.8, GDH-TPI counter -9.1 and Vc quorum ag inactive.
`COc1ccc(C(=O)Nc2ccc(N3CCN(Cc4ccccc4)CC3)cc2)cc1` gave Mtb FBA inh 0.4, SSB-PriA inh 1.1, UGM FP inh 0.0, Rv3671c protease -8.9, VHR inh abs 26.4, 3CLpro inhibitor -1.6, MazF activator 5.0, GDH-TPI counter -1.9 and Vc quorum ag -0.2.
For O=C(/C=C/c1cccc(Cl)c1)Nc1ccncc1 the results were Mtb FBA inh 0.7, SSB-PriA inh -1.2, UGM FP inh 0.6, Rv3671c protease -3.1, BioA inh -1.3, VHR inh abs 13.9, 3CLpro inhibitor 4.5, MazF activator -1.9, GDH-TPI counter -3.8 and Vc quorum ag -6.2.
For O=C(NCCN1CCN(Cc2ccccc2)CC1)C1CC(=O)N(C2CCCC2)C1 (configuration not stated) the results were Mtb FBA inh -1.1, SSB-PriA inh -12.6, UGM FP inh 2.8, Rv3671c protease -14.2, BioA inh -2.4, VHR inh abs 47.0, 3CLpro inhibitor -2.0, MazF activator -2.0, GDH-TPI counter -2.6 and Vc quorum ag -7.7.
Screening CCn1c(SCC(N)=O)nc2sc3c(c2c1=O)CCN(C)C3 returned Mtb FBA inh 13.9, SSB-PriA inh 4.4, UGM FP inh -4.3, Rv3671c protease 2.0, BioA inh -0.9, VHR inh abs 37.7, 3CLpro inhibitor -8.7, MazF activator -12.3, GDH-TPI counter 27.6 and Vc quorum ag -0.2.
`O=C(O)c1cccc(N2C(=O)c3cc([N+](=O)[O-])cc4cc([N+](=O)[O-])cc(c34)C2=O)c1` gave Mtb FBA inh -7.2, SSB-PriA inh 27.1, UGM FP inh 1.6, Rv3671c protease 16.7, BioA inh 6.8, VHR inh abs -0.5, 3CLpro inhibitor -3.2, MazF activator -45.9, GDH-TPI counter 3.2 and Vc quorum ag -0.3.

2 neighbouring records from above:
Screening Cc1nn(Cc2c(F)c(F)c(F)c(F)c2F)c(C)c1NC(=O)c1nn(C)cc1[N+](=O)[O-] returned Mtb FBA inh 1.6, SSB-PriA inh -12.8, UGM FP inh 0.8, Rv3671c protease -5.7, BioA inh 0.9, VHR inh abs 18.6, 3CLpro inhibitor 0.2, MazF activator 2.2, GDH-TPI counter -9.6 and Vc quorum ag inactive.
`Cc1ccc(NC(=O)COC(=O)c2ccc(-n3cnnn3)cc2)c(Br)c1` gave Mtb FBA inh 0.4, SSB-PriA inh -3.9, UGM FP inh -2.3, Rv3671c protease -2.3, BioA inh -0.9, MazF activator -11.1, GDH-TPI counter 0.6 and Vc quorum ag -0.3.

These rows are one share of the data. The share of hits here may be higher or lower than overall.
